Bioassay records as filed in PubChem BioAssay.
TAG inh = inhibitors of triacylglycerol accumulation; H9c2 cells, Nile Red lipid (TAG) fluorescence; cells loaded with 200 µM oleic acid; inhibition, % at 12.5 µM; 0.66% of 230,000 active; AID 651582;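 active = pattern-corrected inhibition of lipid staining of at least 50% with the nuclear-stain viability signal not falling by more than 50%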;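 also: 0% = DMSO wells and 100% = triacsin C control wells; some results filed as inactive read as strong as hits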
TAG inh DAPI viability = further read-out of TAG inh, marked with its call; DAPI nuclei signal change (viability), lower = more cytotoxic, %;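 whole-well DAPI fluorescence read on a plate reader as a viability signal; minus 50 percent equals half of cells still viable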
* = called active by the depositor. Not all compounds are listed; rates above refer to the full screens.

Value order: TAG inh, TAG inh DAPI viability
Cc1sc2ncnc(SCC(=O)Nc3ccc(S(=O)(=O)N4CCOCC4)cc3)c2c1C
  1.7, -2.2
COc1ccc(C(=O)NCc2nnc(SC)n2C2CCCCC2)cc1
  6.9, -0.9
CCN(C(=O)COC(=O)c1cc(-c2cccs2)nc2ccccc12)C1CCS(=O)(=O)C1 (configuration not stated)
  14.6, 30.1
O=C(CCl)N1c2ccccc2Oc2ccc3ccccc3c21
  13.9, -9.9
CN(c1ccccc1)S(=O)(=O)c1ccc(C(=O)Nc2nnc(C3CC3)o2)cc1
  8.7, -2.2
COc1ccccc1NS(=O)(=O)c1ccc(C)c(C(=O)NC2CCN(Cc3ccccc3)CC2)c1
  -2.2, 2.2
O=C(COC(=O)c1cc(S(=O)(=O)N2CCCC2)ccc1O)Nc1ccc(S(=O)(=O)N2CCOCC2)cc1
  -6.5, 1.0
CCCc1nc(SCC(=O)c2ccc(OC)cc2)c2ccccc2n1
  -26.0, 1.8
O=C(CN1CCCc2ccccc21)NCc1ccccc1Cl
  -0.1, 2.4
CC(=O)Nc1ccc(S(=O)(=O)Nc2ccc(C)c([N+](=O)[O-])c2)cc1
  22.0, 3.3
Cc1cc2c(c(SCC(=O)NCc3ccccc3Cl)n1)C(=O)OC2
  0.7, 5.4
CCCCc1nc2ccccc2c(NC(=O)CN(CC)CC)c1CCC
  36.9, 0.0
NN=C(c1ccccc1)c1ccccc1
  -5.6, 1.7
COc1cccc(NC(=O)CN(C)C(=O)c2ccc(OCc3ccccc3)c(OC)c2)c1
  0.5, -8.0
CC1(C)c2[nH]c3ccccc3c2C[C@H]2C(=O)N(Cc3ccc(F)cc3)C(=O)N21
  -22.4, 4.0
O[C@H]1CN(CC2CCCCC2)[C@@H](c2ccc(Cl)cc2)C[C@@H]1n1cc(C2CC2)nn1
  -1.1, 7.5
N#CCCN(C(=O)COC(=O)c1ccc(Cl)nc1)c1ccc2c(c1)OCCO2
  6.1, 13.1
O=C(CNC(=O)c1ccc(Cl)cc1)Nc1ccc(S(=O)(=O)Nc2ncccn2)cc1
  3.9, -9.5
CN(C)S(=O)(=O)Oc1ccc(Cl)cc1C(=O)Nc1ccc(F)cc1F
  2.1, -0.9
COc1ccc(Cl)cc1NC(=O)C1CCCN(S(=O)(=O)c2cccc3nonc23)C1 (configuration not stated)
  -8.7, -1.2
Cc1ccc(NC(=O)Nc2ncccc2C)cc1
  31.0, -18.8
CN(C)S(=O)(=O)c1cccc(NC(=S)N/N=C/c2ccco2)c1
  39.3, -16.5
COc1ccccc1N1CCN(S(=O)(=O)c2cn(C)c(=O)n(C)c2=O)CC1
  -10.6, 7.1
CCc1nc2ccc(C(=O)Nc3cc(-c4ccccc4)ccc3OC)cn2c1N(C)CCC(C)C
  25.4, 14.0
COC(=O)CSc1nc2cc(C)ccc2cc1C#N
  3.5, 6.3
CCOc1ccccc1OCC(=O)OCc1csc(CC(=O)Nc2ccccc2C)n1
  0.3, -5.9
O=C(Nc1oc2ccccc2c(=O)c1-c1ccccc1)c1ccco1
  -4.4, -3.9
OC(Cc1ccccc1)c1ncc(-c2ccc3ccccc3c2)[nH]1 (configuration not stated)
  -14.2, -1.9
CC1CN(C(=O)Nc2ccc(F)cc2F)CC(C)O1 (configuration not stated)
  13.8, -1.5
CC(C)C(NC(=O)/C=C/c1ccc(F)cc1)C(C)C
  9.9, -11.5
NCCNCCNCCN
  -3.4, -4.2
O=C(CCCNS(=O)(=O)c1cccc2nsnc12)NCCc1ccccc1
  -12.2, 2.5
C1=C(c2ccccc2)CCN(c2ncnc3nc[nH]c23)C1
  -11.0, -2.6
CCN(C(=O)COC(=O)c1ccc(OCc2c(C)noc2C)cc1)c1ccccc1
  3.9, -20.1
Cc1cc(-c2nnc(CCC(=O)NC(c3ccccc3)c3ccccc3)o2)no1
  2.6, 0.2
O=C1C2C3C=CC(CC3)C2C(=O)N1/N=C/c1c(O)ccc2ccccc12 (configuration not stated)
  -18.0, -3.0
Cc1ccc(OCCn2c(=O)n(C)c3ccccc32)cc1
  -13.5, -2.9
Cc1csc2c(SCC(=O)NNS(=O)(=O)c3cccc(C(F)(F)F)c3)ncnc12
  1.4, 5.6
O=[N+]([O-])c1ccc(CSc2nnc(Cc3ccccc3)n2-c2ccc(F)cc2)cc1
  -17.2, -1.7
Cn1cnc([N+](=O)[O-])c1S(=O)(=O)Oc1ccc(Cl)cc1
  26.0, -15.1
CCOC(=O)n1c(=O)n(Cc2cccc(F)c2)c2ccccc21
  5.6, -9.2
COc1cc2c(cc1OC)C(c1ccc(C)o1)CC(=O)N2 (configuration not stated)
  14.4, 7.1
Cc1c(CCOC(=O)CC23CC4CC(CC(C4)C2)C3)sc[n+]1CC(=O)c1ccccc1
  -15.6, 8.7
O=C(CCC(=O)c1ccccc1)NCCOc1ccccc1
  -4.8, 9.8
COc1cccc(NC(=O)CN(C)C(=O)c2cc3ccccc3cc2OC)c1
  -9.5, 0.1
NNC(=O)c1nn(-c2ccc(Cl)cc2)cc1O
  7.2, 4.6
COc1ccc(C(=O)OCC(=O)NC2CC2)cc1OC
  15.0, 5.0
[O-][n+]1ccccc1/C=C/c1ccccc1
  -1.1, -0.9
CC(C)N1C(=O)C2ON(c3ccccc3)C(c3cccs3)C2C1=O (configuration not stated)
  0.2, -3.4
CCCCCC(=O)Nc1ccc(S(=O)(=O)NC2=NCCCCC2)cc1
  -13.5, -5.1
CCCCCn1nc(C(=O)N(CCOC)c2c(N)n(CCCC)c(=O)[nH]c2=O)c2ccccc2c1=O
  18.5, -2.7
Cc1cccc(CCNC(=O)CC2C(=O)NCCN2CC2CCCCC2)n1 (configuration not stated)
  -4.5, -1.6
COc1cccc(CN2CCC2(C)C(=O)Nc2cccc3cccnc23)c1OC (configuration not stated)
  -2.5, 4.2
CC1CCCC(NC(=O)c2cccc(S(=O)(=O)N3CCN(c4ccccc4)CC3)c2)C1C (configuration not stated)
  -10.0, 4.2
CCOC(=O)C1=C(C)NC(=O)NC1c1ccc([N+](=O)[O-])o1 (configuration not stated)
  0.8, -3.7
CCOC(=O)C1CCN(C(=O)CCS(=O)(=O)c2ccc3c(c2)CC(C)N3C(=O)CC)CC1 (configuration not stated)
  -5.4, 3.3
Cc1nc2ccccc2n1S(=O)(=O)N(C)C
  -4.7, 10.2
COc1c(C)cc(C(=O)C2CCCN(C(=O)Cn3ccc(C)n3)C2)cc1C (configuration not stated)
  -6.4, -3.2
CC1(C)CC(=O)C=C(NCc2ccc(C(=O)O)cc2)C1
  2.5, -2.8
Cc1sc(NC(=O)c2cccnc2)nc1-c1ccccc1
  11.4, -1.0

Reprinted from the part before: six entries, then new ones.
Value order: TAG inh, TAG inh DAPI viability
CCOC(=O)C1=C(C)NC(=O)NC1c1ccc([N+](=O)[O-])o1 (configuration not stated)
  0.8, -3.7
CCOC(=O)C1CCN(C(=O)CCS(=O)(=O)c2ccc3c(c2)CC(C)N3C(=O)CC)CC1 (configuration not stated)
  -5.4, 3.3
Cc1nc2ccccc2n1S(=O)(=O)N(C)C
  -4.7, 10.2
COc1c(C)cc(C(=O)C2CCCN(C(=O)Cn3ccc(C)n3)C2)cc1C (configuration not stated)
  -6.4, -3.2
CC1(C)CC(=O)C=C(NCc2ccc(C(=O)O)cc2)C1
  2.5, -2.8
Cc1sc(NC(=O)c2cccnc2)nc1-c1ccccc1
  11.4, -1.0
CCOC(=O)CSc1nnc(CNC(=O)c2cccc(C)c2)n1C
  -7.1, 10.1
COc1ccc(S(=O)(=O)N2CCC(C(=O)Nc3nccs3)CC2)cc1
  -0.9, -5.6
COc1ccc(-c2csc3[nH]c(=S)n(-c4ccccc4)c(=O)c23)cc1OC
  -2.4, 9.9
CC1(C)CC(Cc2ccc(C(=O)c3ccccc3)cc2)N(C(=O)OC(C)(C)C)N1 (configuration not stated)
  -12.4, -1.4
Cc1cc(-c2nnnn2-c2ccc(C(F)(F)F)cc2)no1
  17.6, -11.1
CN(C(=O)C1CCCN(S(=O)(=O)c2cccc([N+](=O)[O-])c2)C1)C1CCS(=O)(=O)C1 (configuration not stated)
  13.8, -2.6
COc1ccc(S(=O)(=O)N2CCN(C(=O)/C=C/c3ccco3)CC2)cc1
  -1.9, 6.0
O=C(COC(=O)C12CC3CC(CC(C3)C1)C2)N1CCN(S(=O)(=O)c2ccccc2)CC1
  5.7, -8.4
COc1ccccc1NC(=O)N1CCCC1C(=O)NC1CCCCC1 (configuration not stated)
  16.8, 11.5
CN(C(=O)COC(=O)CNS(=O)(=O)/C=C/c1ccccc1)C1CCS(=O)(=O)C1 (configuration not stated)
  -1.1, 4.4
COC(=O)C1=C(C)NC(=O)NC1c1ccccc1Cl (configuration not stated)
  7.3, -4.4
COCC(=O)n1nc(-c2ccccc2)nc1NCc1ccc(N(C)C)cc1
  -3.8, -4.6
Cc1ccc(NC(=O)Cn2c(=O)cnc3ccccc32)cc1S(=O)(=O)N(C)C
  -11.3, 5.0
O=C(NCCC1CCCCN1S(=O)(=O)c1ccc(Cl)cc1)C(=O)NCc1ccco1 (configuration not stated)
  5.1, -3.3
C=C(C)CNC(=S)N/N=C/c1c(F)cccc1F
  2.8, -4.3
CCOC(=O)c1[nH]ncc1CN1CCN(Cc2ccc(C)cc2)C(CCO)C1 (configuration not stated)
  -1.4, 11.4
COc1cc(CCN2C(=O)c3cccc4cccc(c34)C2=O)c(S(=O)(=O)NCCCO)cc1OC
  27.4, -1.2
CC(C)(C)S(=O)(=O)/C(C#N)=C/c1cccn1S(=O)(=O)c1ccccc1
  -14.6, -5.2
CCSc1ccc([C@@H]2[C@H]3C(=O)N(CC)C(=O)[C@H]3[C@]3(C(=O)OC)CCCCN23)cc1
  13.1, -10.3
CN(Cc1ccc(Cl)s1)C(=O)CN1C(=O)N(C)C2(CCCCC2)C1=O
  -0.9, -3.4
Cc1ccc2c(COC(=O)CNC(=O)c3ccco3)cc(=O)oc2c1C
  1.0, -3.0
CCCCCC1CC(=O)N(Cc2ccc(Cl)cc2)C(=O)N1 (configuration not stated)
  -22.3, 3.6
CC(C)Nc1nc(NCCOc2ccccc2Cl)c2sccc2n1
  -2.0, 2.8
CC(=O)Nc1ccc(-c2csc(NC(=O)C3CC(=O)N(c4ccc5c(c4)OCCO5)C3)n2)cc1 (configuration not stated)
  17.2, 7.3
COc1ccccc1NC(=O)N1CCC(c2nc3cc(C)c(C)cc3[nH]2)CC1
  50.9*, -24.1*
CN(CC(=O)NCc1ccncc1)S(=O)(=O)c1ccc(Br)cc1
  2.2, 8.0
COc1ccc(CN2C(=O)C(CC(=O)NCCCCc3ccccc3)CC(C(=O)N3CCOCC3)=C2C)cc1 (configuration not stated)
  -1.7, 8.1
COc1ccc(C(=O)N2CCCCC2c2cc(C(=O)NCc3ccccc3)no2)cc1 (configuration not stated)
  2.7, 4.2
O=C(N/N=C/c1c[nH]c2ccccc12)c1ccn(Cc2ccc(Cl)cc2)n1
  -3.0, -6.3
CCOC(=O)C1=C(CC)Nc2ccccc2N=C1NC(=O)c1cc(S(=O)(=O)N2CCOCC2)ccc1C
  -2.9, 4.3
CC(C)N(Cc1cc2ccccc2[nH]c1=O)C(=O)C1CCCCC1
  -13.1, 4.6
CCC(C)(C(=O)NC1CCCCC1)N(Cc1cccs1)C(=O)c1ccccn1 (configuration not stated)
  -19.1, 1.4
CCOC(=O)COc1cc2c(C(=O)OCC)c(C)oc2cc1Br
  -10.2, 9.7
Cc1nn(C)c(Cl)c1/C=N/OC(=O)c1ccc(F)cc1
  -6.3, 5.5
Cc1ccc(C(=O)Nc2ccccc2N2CCCCC2)o1
  -4.0, 4.0
CC(=O)Nc1ccc(NC(=O)C(C)OC(=O)CCc2nc3ccccc3s2)cc1 (configuration not stated)
  0.4, 2.6
CC(C)COC(=O)NCCCOC(=O)Nc1ccccc1
  -13.7, 1.8
O=C(c1coc(=O)c(Br)c1)N1CCOCC1
  8.0, -3.9
COc1ccccc1-c1c(C)nn2c(N3CCN(c4ccccc4OC)CC3)cc(C)nc12
  17.7, 16.7
Nc1nc(CN2CCCCCC2)nc(Nc2ccc(F)cc2)n1
  18.0, -9.0
CC1CCN(Cc2nc(-c3ccc(Cl)cc3)no2)CC1
  4.1, -3.2
CCCCN1C=C(C(=O)OC)C(c2ccccc2C(F)(F)F)C(C(=O)OC)=C1
  54.2*, 33.1*
COc1ccc(S(=O)(=O)n2nc(OC(C)=O)cc2N)cc1
  5.5, -0.7
Cc1ccc(CN(C)C(=O)c2ccccc2Sc2ccccc2C#N)cc1
  4.1, -1.6
CC(C)S(=O)(=O)c1cnc(-c2cccnc2)nc1N
  7.2, -17.3

Gathered by group, the entries above containing a tert-butyl group (2)
Value order: TAG inh, TAG inh DAPI viability
CC1(C)CC(Cc2ccc(C(=O)c3ccccc3)cc2)N(C(=O)OC(C)(C)C)N1 (configuration not stated)
  -12.4, -1.4
CC(C)(C)S(=O)(=O)/C(C#N)=C/c1cccn1S(=O)(=O)c1ccccc1
  -14.6, -5.2

Continuation:
Value order: TAG inh, TAG inh DAPI viability
CCCCOc1cccc(C2C(C(=O)c3cccs3)=C(O)C(=O)N2Cc2cccnc2)c1 (configuration not stated)
  -2.8, 8.9
Cc1nnc(NC(=O)CN2CC(C)OC(C)C2)s1 (configuration not stated)
  -1.4, -0.4
Cc1cc(S(=O)(=O)c2ccc([N+](=O)[O-])cn2)ccc1Br
  88.5, -56.3
CNc1nc(C)c(C(=O)OCC(=O)OC)s1
  -8.7, 17.4
O=C(O)C(=O)/C(=C\c1cccc(Cl)c1)c1ccc2ccccc2n1
  7.9, 1.1
CCOC(=O)N(Cc1ccccc1)C(C(=O)O)C(C(=O)O)N(Cc1ccccc1)C(=O)OCC (configuration not stated)
  7.8, 4.1
Cc1nn(Cc2ccccc2)c(C)c1NC(=O)CSc1nc(C2CC2)nc2c1cnn2-c1ccccc1
  7.3, 0.9
